MITF inh = MITF inhibitors, primary screen, biochemical, AlphaScreen, human. 650,000 compounds, 0.91% hits. Microphthalmia-associated transcription factor (Homo sapiens), O75030. inhibition, % at 2.6 µM. AlphaScreen MITF homodimerization, bead proximity signal; in the data active = inhibition above about 50%;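 also: 0% = vehicle wells with protein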
Target sequence (O75030 whole entry, looked up): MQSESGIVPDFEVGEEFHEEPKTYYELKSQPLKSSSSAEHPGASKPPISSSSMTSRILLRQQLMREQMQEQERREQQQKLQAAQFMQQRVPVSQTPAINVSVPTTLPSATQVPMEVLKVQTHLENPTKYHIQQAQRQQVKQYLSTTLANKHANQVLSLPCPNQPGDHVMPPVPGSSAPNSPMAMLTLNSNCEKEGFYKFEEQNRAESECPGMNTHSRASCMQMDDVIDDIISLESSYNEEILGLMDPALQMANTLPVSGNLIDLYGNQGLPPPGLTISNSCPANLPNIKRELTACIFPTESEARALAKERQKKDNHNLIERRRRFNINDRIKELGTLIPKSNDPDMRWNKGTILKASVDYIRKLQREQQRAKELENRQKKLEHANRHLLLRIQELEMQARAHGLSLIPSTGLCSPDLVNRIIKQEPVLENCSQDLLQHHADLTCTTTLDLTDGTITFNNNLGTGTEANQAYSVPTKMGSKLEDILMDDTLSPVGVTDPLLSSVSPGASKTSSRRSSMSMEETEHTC
FBW7 activator = FBW7 E3 ligase activators, primary screen, biochemical, AlphaScreen, human | normalized activity (activation), % at 26.1 µM | F-box/WD repeat-containing protein 7 (Homo sapiens), Q969H0 | AID 1259310, 2017 | AlphaScreen FBW7–phospho-cyclin E peptide binding, activator screen | 650,000 compounds, 0.13% hits; in the data active = normalized activity above about 1.9%;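 also: purified mutant Fbw7 with reduced substrate affinity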
GPR151 activ = activators of human GPR151, primary screen, cell-based, PathHunter beta-arrestin, luminescence. PathHunter beta-arrestin GPR151 cells. activation, % at 11.2 µM. 650,000 compounds, 1% hits. AID 1508602, 2020; in the data active = activation above about 4.9%;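 also: 0% = median of compound wells and 100% = cells with positive control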
Target sequence (Q8TDV0 whole entry, looked up): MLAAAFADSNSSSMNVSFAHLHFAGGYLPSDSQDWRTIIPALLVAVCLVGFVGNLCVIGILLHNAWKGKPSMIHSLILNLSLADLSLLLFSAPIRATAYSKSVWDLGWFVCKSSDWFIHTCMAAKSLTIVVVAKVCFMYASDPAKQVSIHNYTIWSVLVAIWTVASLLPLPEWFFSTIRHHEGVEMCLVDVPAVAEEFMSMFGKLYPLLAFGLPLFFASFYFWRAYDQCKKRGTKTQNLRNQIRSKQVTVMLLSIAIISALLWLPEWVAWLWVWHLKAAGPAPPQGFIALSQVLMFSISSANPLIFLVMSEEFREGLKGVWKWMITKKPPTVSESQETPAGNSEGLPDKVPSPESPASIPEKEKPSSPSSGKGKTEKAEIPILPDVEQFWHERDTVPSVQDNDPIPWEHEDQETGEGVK
TEAD-YAP inh = TEAD-YAP interaction inhibition, primary screen, TEAD-YAP interaction inhibitor project, luminescence, HEK-TIYL cells; TEAD-Gal4/YAP UAS-luciferase luminescence; inhibition, % at 9.12 µM; 640,000 compounds, 1.4% hits; AID 1259422, 2018; in the data active = inhibition above about 32%;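 also: 0% = median of test compound wells and 100% = reference inhibitor wells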
The depositor's hits bear a star; . = not tested or not shown. Hits appear at their usual frequency; overall some 3.4% were active at least once.

Molecule	MITF inh	FBW7 activator	GPR151 activ	TEAD-YAP inh
O=C(c1ccco1)N1CCN(S(=O)(=O)c2cccs2)CC1	3	-0.3	0.4	-1
Cc1ccc(C2OC3(C(=O)c4ccccc4C3=O)C3C(=O)N(c4cccc(Cl)c4C)C(=O)C23)cc1 (stereo not given)	-4	0.0	0.1	-16
COc1ccc(/C=N/NC(=O)c2ccc(Cl)c(S(N)(=O)=O)c2)cc1OCC(N)=O	-11	-0.1	0.7	0
Cc1ccc(NC(=O)C2CC=CCC2C(=O)O)cc1Cl (stereo not given)	-5	-0.1	-0.4	2
CCOC(=O)c1[nH]c(COC(=O)c2cc([N+](=O)[O-])cc([N+](=O)[O-])c2)c(C(=O)OCC)c1C	-4	0.6	0.1	-2
CCOc1ccc(NC(=O)c2ccc(NC(=O)[C@H](C)NC(=O)c3ccco3)cc2)cc1	-2	-0.1	1.2	5
CC(C)NS(=O)(=O)c1ccc(NC(=O)CCc2ccccc2)cc1	19	0.3	0.3	7
CCOCCc1nnc(NC(=O)Cc2ccccc2)s1	11	0.2	-0.1	9
CC(=O)N1CCN(Cc2ccc3c(c2)CN(C(=O)c2ccoc2C)CCO3)CC1	5	0.0	0.2	-10
C=CCOc1ccccc1/C=C1/C(=O)N(c2cccc(Br)c2)N=C1C	3	-0.8	-2.1	-5
FC(F)(F)c1cccc(NC(=S)NCc2ccccn2)c1	20	0.5	-1.6	6
COC(=O)C1(C(F)(F)F)N=C2C=C(C)C=CN2C(c2cccc(Cl)c2)=N1 (stereo not given)	-7	-0.2	0.3	5
O=C(Nc1ccc(-c2cn[nH]c2)c(Cl)c1)[C@H]1COc2ccccc2O1	7	0.1	-0.1	-24
O=C1N[C@H](Cc2ccc(O)cc2)C(=O)N2CCN(Cc3cnn(-c4ccc(F)cc4)c3)C[C@H]12	13	-0.1	-1.2	-1
O=C(CN1CCN(CC(=O)Nc2cccc(F)c2)CC1)Nc1ccc(F)cc1	9	-0.1	-0.7	8
CC(C)CCn1c(SCc2ccccc2Cl)nc2ccsc2c1=O	14	0.1	-0.6	3
O=C(CN1C(=O)CCc2ccccc21)Nc1nccs1	5	-0.1	-0.7	1
Cc1cc2c(cc1S(=O)(=O)CCC(=O)Nc1ccc(F)c(Cl)c1)OCC(=O)N2	-7	0.0	0.9	-6
Cc1ccc(-c2c(C#N)c(N)nc(SCC(=O)NCc3ccccc3)c2C#N)cc1	-5	-0.2	-1.6	-4
O=C(CCSc1ccc(Cl)cc1)N1CCCCCC1	-4	-0.1	-0.8	-81
Cc1ccc(N2CC(C(=O)Oc3ccccc3Cl)CC2=O)cc1 (stereo not given)	-1	0.0	0.1	-1
Cc1c(C(=O)N2CCN(c3ccccn3)CC2)sc2ncn(CC(=O)N3CC(C)CC(C)C3)c(=O)c12 (stereo not given)	7	0.5	-1.0	12
O=C1N[C@H](Cc2ccc(O)cc2)C(=O)N2CCN(Cc3ccc(CN4CCCCC4)s3)C[C@H]12	-3	-0.2	-0.5	-1
CC1C(=O)N2CCCc3cc(S(=O)(=O)Nc4cccc(F)c4)cc1c32 (stereo not given)	8	-0.1	-0.2	2
CC(=O)c1cccc(NC(=S)NC(=O)C2CCCCC2)c1	17	0.2	0.9	-11
S=C(c1ccc(Br)cc1)N1CCN(Cc2ccccc2)CC1	11	-0.1	0.1	1
COC(=O)c1ccc(CSc2nncn2N)o1	-9	0.0	-1.8	-14
CCOC(=O)C1CCCN(C(=O)Cn2cc(NC(=O)c3ccccc3F)cn2)C1 (stereo not given)	9	-0.9	0.8	-4
O=C(CSc1nc2ccccc2c(=O)n1CC1CCC(C(=O)NCc2ccccc2Cl)CC1)OCc1ccccc1 (stereo not given)	6	0.0	3.1	-4
Cn1cccc1/C=N/N1CCN(c2ccccn2)CC1	-4	0.0	-0.7	-4
CC1CCCN(CCCNC(=O)c2ccc3c(c2)NC(=O)C(N2CCOCC2)S3)C1 (stereo not given)	-4	-0.2	6.2*	-2
COc1ccccc1NC(=O)C1CC12CCN(Cc1ccc(C#CC(C)(C)O)cc1)CC2 (stereo not given)	-3	-0.1	-0.1	-1
COc1ccc(-c2nc3ccccc3c(=O)n2NCc2ccc(N(C)C)cc2)cc1OC	3	-0.3	1.5	-1
CSCCOC(=O)C1=C(C)NC(=O)NC1c1ccc(Cl)c(Cl)c1 (stereo not given)	1	0.2	0.1	9
COc1ccc(-c2[nH]c(=O)[nH]c2-c2ccccc2)cc1	-5	-0.1	0.8	11
O=C(O)CNC(=S)N(Cc1ccccc1Cl)C1CCCCC1	0	0.0	-2.0	2
CCC(Cc1ccccc1)NS(=O)(=O)c1cc(C(=O)Nc2cc(Cl)cc(Cl)c2)ccc1F (stereo not given)	-13	0.2	1.5	-13
CCCOC(=O)c1ccc(NCN2C(=O)c3ccccc3C2=O)cc1	-6	-0.1	-0.5	-4
Cc1ccc(S(=O)(=O)N(CC(=O)Nc2ccc3c(c2)OCCO3)Cc2ccc(Cl)cc2)cc1	5	-0.1	1.5	-1
CCOc1cc(C)c(S(=O)(=O)Nc2ccccn2)cc1C(C)C	-6	-0.1	0.7	-7
CC(=O)Oc1ccc2nc(Cc3ccccc3)oc(=O)c2c1	4	-0.1	0.5	5
O=C(NS(=O)(=O)c1ccc(Cl)cc1)c1ccccc1Cl	1	0.0	0.5	8
CC(=O)C1=C(O)C(=O)N(Cc2cccnc2)C1c1cccc([N+](=O)[O-])c1 (stereo not given)	5	-0.1	-0.7	1
O=C(NNC(=O)C12CC3CC(CC(C3)C1)C2)c1cccc(Cl)c1	8	0.0	-1.2	-9
CCN(CC)Cc1ccc(C(=O)NCC2COc3ccccc3O2)c(=O)[nH]1 (stereo not given)	4	0.1	0.3	-1
CCOc1ccc2nc(NCCCNS(=O)(=O)c3ccc(F)cc3)c(C#N)cc2c1	-1	0.2	0.3	4
Cc1ccc(C(=O)N2CCN3C(=O)[C@@H](CC(C)C)NC(=O)[C@H]3C2)cc1F	-11	0.0	-1.0	-1
Cc1ccsc1C(=O)Nc1ccc(C(=O)O)cc1	10	0.0	-5.9	14
CCn1c(C(N)c2ccc(Cl)cc2)nc2cc(F)c(-c3ccnc(N)n3)cc21 (stereo not given)	-6	-0.2	1.5	12
O=C1COc2nc3cc4c(cc3cc2CN1C1CCCC1)OCO4	8	0.2	-0.7	6

Compounds listed so far containing an NH in an aromatic ring (4):
Molecule	MITF inh	FBW7 activator	GPR151 activ	TEAD-YAP inh
CCOC(=O)c1[nH]c(COC(=O)c2cc([N+](=O)[O-])cc([N+](=O)[O-])c2)c(C(=O)OCC)c1C	-4	0.6	0.1	-2
O=C(Nc1ccc(-c2cn[nH]c2)c(Cl)c1)[C@H]1COc2ccccc2O1	7	0.1	-0.1	-24
COc1ccc(-c2[nH]c(=O)[nH]c2-c2ccccc2)cc1	-5	-0.1	0.8	11
CCN(CC)Cc1ccc(C(=O)NCC2COc3ccccc3O2)c(=O)[nH]1 (stereo not given)	4	0.1	0.3	-1

Other results follow:
Molecule	MITF inh	FBW7 activator	GPR151 activ	TEAD-YAP inh
O=C1CCc2cc(NS(=O)(=O)c3ccc(F)cc3F)ccc2N1Cc1ccccc1	6	0.3	-1.3	-6
O=C(O)C(CCC(=O)N1CCOCC1)N1C(=O)c2ccccc2C1=O (stereo not given)	-6	0.1	1.4	-10
CCC(C)Nc1c([N+](=O)[O-])cc(C(=O)O)cc1[N+](=O)[O-] (stereo not given)	6	0.2	0.2	3
CCC[C@@H]1NC(=O)[C@@H]2C[C@H](NC(=O)c3cc(Cl)cc(Cl)c3)CN2C1=O	-3	-0.2	-0.9	1
CCC(Sc1nc2ccccc2c(=O)n1CCc1ccc(OC)c(OC)c1)C(=O)N1CCOCC1 (stereo not given)	11	0.1	-1.1	11
Cc1cc(Cl)ccc1NC(=O)CN(c1ccccc1Br)S(C)(=O)=O	3	0.1	1.1	-9
O=C(NCc1ccccc1)c1ccc2nc(Br)sc2c1	3	0.0	-0.1	-17
CC(C)N(CCNC(=O)Cc1cn(-c2ccc(N3CCC(N4CCOCC4)CC3)nn2)c2ccccc12)C(C)C	-4	-0.1	-2.1	-21
O=C1NC(=O)C2C1C1c3ccccc3C2([N+](=O)[O-])c2ccccc21 (stereo not given)	16	-0.1	1.6	-1
Cc1cc2c(=O)n(CC(=O)NCC(=O)N3CCN(Cc4ccccc4)CC3)cnc2s1	24	-0.1	1.1	1
CC1(C)CC(=O)C2=C(C1)OC(N)=C(C(N)=S)C2c1ccc([N+](=O)[O-])cc1 (stereo not given)	8	0.0	0.2	2
Nc1ncc2c(n1)CC(c1ccc(Cl)cc1)CC2=O (stereo not given)	7	-0.1	-1.0	-31
CCCCCCOc1ccc(N2C(=O)/C(=C/c3ccc(Br)cc3)N=C2c2ccc(C)cc2)cc1	4	-0.1	3.0	3
O=C(NCCCO)/C(=C\c1ccccc1)NC(=O)C(c1ccccc1)c1ccccc1	20	0.3	0.7	11
CC(=O)NC1CCN(S(=O)(=O)c2cccc(S(=O)(=O)NC3CCCC3)c2)CC1	-2	-0.4	-0.4	-32
COc1ccccc1C1NC(=O)C(O)=C1C(C)=O (stereo not given)	1	0.3	-0.2	-3
CCc1cc2c(SCC(=O)c3cccs3)ncnc2s1	8	0.1	5.1*	-15
COC(=O)C(C)N1CCOc2ccc(CN3CCC(OCc4ccccc4)CC3)cc2C1 (stereo not given)	11	0.1	-1.0	9
COc1ccccc1N1C(=O)c2ccccc2NC1c1ccc2c(c1)OCO2 (stereo not given)	-10	0.2	1.6	-10
CC(C)n1cnc2c(NC3CCN(Cc4ccccc4)CC3)nc(Nc3cnccn3)nc21	12	-0.1	1.7	76*
CCCCC/C=C\C/C=C\C/C=C\C[C@H]1O[C@H]1CCCC(=O)O	-2	.	5.8*	.
Cc1cc(C)c2c(NCc3ccc(C#N)cc3)n[nH]c2n1	7	0.0	-0.4	5
N#Cc1cc([N+](=O)[O-])ccc1NC(=O)C1CCCCC1	6	0.1	-0.2	-5
COC(=O)Cn1c(=NC(=O)c2cc(C)no2)sc2c(C)cc(C)cc21	3	0.3	0.2	3
COc1cccc(/C=C(\C(=O)OCC#N)c2ccccc2)c1	10	0.4	-1.2	3

The list goes on:
Values run as follows: MITF inh | FBW7 activator | GPR151 activ | TEAD-YAP inh
- Cc1ccc(-n2cc(C(=O)Nc3ccc(F)cc3Cl)c3ccccc3c2=O)cc1C
 : -110 | -0.1 | -1.9 | 5
- O=C(COc1cccc(Br)c1)Nc1ccc(SC(F)F)cc1
 : -13 | 0.0 | 0.5 | -15
- COc1ccc(NC(=O)c2sc3nc(C)nc(N4CCN(c5ccccn5)CC4)c3c2C)c(OC)c1
 : 5 | 0.6 | 0.2 | -3
- CCOC(=O)C1CCN(C(=O)Nc2ccc(OC)c(OC)c2)CC1
 : 12 | 0.1 | -1.6 | 2
- C[n+]1cccc(/C=C2/c3ccccc3-c3ncccc32)c1
 : -1 | 0.0 | 0.1 | 0
- O=C(Nc1ccc(F)c(Cl)c1)/C(=C/c1ccc2c(c1)OCO2)NC(=O)c1ccc(Br)cc1
 : -7 | 0.1 | 1.4 | -3
- COc1ccc(NC(=O)NNC(=O)c2cc(C3CC3)nc3ccccc23)c(OC)c1
 : 61* | 0.2 | 1.3 | -2
- COc1cc(OC)c(NC(=O)Cn2cnc3ccccc3c2=O)cc1Cl
 : 8 | -0.1 | 0.7 | 8
- Cc1ccc(-n2nc3ccc(NC(=S)NC(=O)c4ccccc4)cc3n2)cc1
 : 17 | 0.1 | -1.1 | -11
- CCN1C(=O)c2cccc3c(NC(=O)c4ccccc4OC)ccc1c23
 : 1 | 0.1 | -1.0 | -1
- COc1cccc(-c2nc3c(C#N)c[nH]n3c2NC2CCCC2)c1OC
 : -7 | 0.2 | 0.2 | -24
- Cc1cccc(CN2CCN(CC(=O)NCc3ccc(Cl)cc3)C2=O)c1
 : 6 | 0.2 | -0.4 | -4
- COC(=O)Cn1cnc(S(=O)(=O)N2CCOCC2)c1
 : 0 | 0.0 | -0.2 | -1
- N#C/C(=C\c1cccc([N+](=O)[O-])c1)C(=O)NCc1cccnc1
 : 9 | 1.5 | 1.3 | 10
- Cc1ccsc1CN1CCN(c2ccccc2F)CC1
 : 33 | 0.0 | -0.2 | 3

Of the compounds above, 4 contain two or more sulfur atoms.
Values run as follows: MITF inh | FBW7 activator | GPR151 activ | TEAD-YAP inh
- O=C(c1ccco1)N1CCN(S(=O)(=O)c2cccs2)CC1
 : 3 | -0.3 | 0.4 | -1
- CC(C)CCn1c(SCc2ccccc2Cl)nc2ccsc2c1=O
 : 14 | 0.1 | -0.6 | 3
- CC(=O)NC1CCN(S(=O)(=O)c2cccc(S(=O)(=O)NC3CCCC3)c2)CC1
 : -2 | -0.4 | -0.4 | -32
- CCc1cc2c(SCC(=O)c3cccs3)ncnc2s1
 : 8 | 0.1 | 5.1* | -15
